HSP90 inh – HSP90 inhibitors, primary screen, cell lysate, luminescence. actives 0.91% (n = 290,000). AID 1789, 2009. inhibition, % at 5.6 µM. Rabbit reticulocyte lysate, luciferase refolding luminescence, 3 h;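 active = inhibition above the screen-wide mean plus 3 SD, computed separately per campaign, cut at about 16% in these data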;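 also: 0% = DMSO wells and 100% = 60 µM geldanamycin wells; inhibitors lower the luminescence because luciferase stays unfolded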
GSK3B inh – human GSK3beta kinase inhibitors, primary screen, biochemical, cell-free homogeneous, HTS | Glycogen synthase kinase-3 beta (Homo sapiens), P49841 | GST-GSK3beta kinase, ADP-Glo luminescence, 60 min; active compounds read low | activity score (negative = inhibition), % at 10 µM | actives 0.038% (n = 300,000);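 active = more than half of replicate wells score below -50%, meaning over 50% inhibition versus plate controls; inconclusive = some replicates but at most half score below -50%; inactive = no replicate scores below -50%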;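 also: 0% = median DMSO wells and -100% = median GW8510 positive control wells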
Target sequence (P49841 whole entry, looked up): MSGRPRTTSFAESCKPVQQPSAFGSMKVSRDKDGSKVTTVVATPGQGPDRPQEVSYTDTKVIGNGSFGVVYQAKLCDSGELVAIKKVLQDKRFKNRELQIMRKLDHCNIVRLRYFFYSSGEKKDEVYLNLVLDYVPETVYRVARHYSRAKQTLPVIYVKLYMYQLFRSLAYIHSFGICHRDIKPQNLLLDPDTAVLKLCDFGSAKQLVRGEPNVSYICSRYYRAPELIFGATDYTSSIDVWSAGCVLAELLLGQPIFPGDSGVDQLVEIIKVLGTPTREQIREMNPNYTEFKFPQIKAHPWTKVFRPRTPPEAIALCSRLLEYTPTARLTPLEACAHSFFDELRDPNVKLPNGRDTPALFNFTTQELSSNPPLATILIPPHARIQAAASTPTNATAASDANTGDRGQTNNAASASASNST
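test system = GST-tagged human GSK3beta kinase, cell-free | reagent = 25 µM ATP with peptide substrate | dosing = one dose of 10 µM per compound | schedule = 60 min reaction, RT | detection = luminescent ADP-Glo measurement of ADP formed | control set = DMSO neutral wells and GW8510 at 20 µM as positive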
aSyn UTR inh – MLPCN primary screen, SNCA 5' untranslated region; AID 1813, 2009; alpha-synuclein 5'UTR reporter, inhibitor activity; inhibition, % (tested at 7.5 µM); actives 0.82% (n = 300,000); in the data active = inhibition above about 60%; inconclusive = no clear call, values can overlap the other calls;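 also: H4 neuroglioblastoma cells stably carrying SNCA 5'UTR luciferase fusion; 0% = DMSO wells and 100% = positive control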
HSF-1 act – HSF-1 activators, primary screen, NIH3T3-HGL cells, MG132 stress, luminescence, single point; AID 504408, 2011; actives 1.7% (n = 300,000); activation, % at 9 µM; NIH3T3-HGL HSF-1 luciferase reporter, 8 h; 100% = twice DMSO control signal;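 active = mean replicate activation of at least 50% with a set share of replicates each reaching 50%; inconclusive = only one of those two conditions met; inactive = mean below 50% and too few replicates reaching it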;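 also: 0% = median of the neutral control wells and 100% = twice that signal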
HSF1 inh – HSF1 inhibitors in luciferase reporter cells, primary screen, cell-based, NIH3T3, luminescence | actives 0.77% (n = 300,000) | AID 2098, 2009 | NIH3T3-HGL HSE-luciferase, MG132-induced, luminescence 8 h; active compounds read low | activity change, negative = inhibition, % at 7.5 µM (by protocol);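 active = more than half of replicate wells show activity change below -50%, luminescence cut by over half; inconclusive = some wells, but at most half, below -50%; inactive = no replicate well below -50%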;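 also: luciferase reports HSF-1 transcriptional activity via heat shock element; 0% = median of DMSO wells and -100% = zero luminescence signal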
IEC-6 cytotox – cytotoxicity in IEC-6 intestinal epithelial cells, primary screen, cytotoxicity control for KLF5 inhibitor project, cell-based, luminescence | IEC-6 cytotoxicity, luminescence viability | inhibition, % at 5 µM | actives 0.78% (n = 290,000) | AID 1825, 2009; in the data active = inhibition above about 22%;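 also: 0% = plate median of test compound wells and 100% = cytotoxic reference compound wells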
KLF5 inh – KLF5 expression inhibitors, primary screen, DLD-1 cells, luminescence | actives 0.23% (n = 290,000) | inhibition, % at 5 µM | AID 1700, 2009 | DLD-1 KLF5 promoter-luciferase reporter;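 active = inhibition above a per-plate limit of that plate's mean compound inhibition plus 3 SD, cut at about 60% in these data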;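 also: 0% = DMSO wells and 100% = LY294002 at 200 µM; higher means less KLF5 promoter-driven luciferase light; inactives centre near -14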
AI-2 QS modul – Vibrio harveyi AI-2 quorum sensing modulators, primary screen, JMH597 strain, luminescence/OD600 ratio. Vibrio harveyi JMH597 AI-2 luminescence/OD600 ratio, 9 h; active compounds read low; strain lacks LuxN and CqsS sensors; 0 = neutral-control median. activity change, % at 7.5 µM. actives 0.4% (n = 300,000); in the data active = activity change below about -75%, passing the limit was not always enough; inconclusive = no clear call, values can overlap the other calls;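 also: luminescence divided by OD600 gain over 9 h not by final OD600 alone; inactives centre near 13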
GSK3 alpha inh – blockers of GSK3A enzyme activity – biochemical, luminescence, cell-free homogeneous, HTS, primary screen | Glycogen synthase kinase-3 alpha (Homo sapiens), P49840 | GSK-3 alpha kinase, ADP-Glo luminescence, 60 min | inhibition, % at 10 µM | actives 0.1% (n = 320,000);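 in the data active = inhibition above about 50%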;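 also: GST-tagged GSK-3 alpha with peptide substrate and 25 µM ATP; 0% = DMSO neutral wells and 100% = GW8510 positive control wells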
Target sequence (P49840 whole entry, looked up): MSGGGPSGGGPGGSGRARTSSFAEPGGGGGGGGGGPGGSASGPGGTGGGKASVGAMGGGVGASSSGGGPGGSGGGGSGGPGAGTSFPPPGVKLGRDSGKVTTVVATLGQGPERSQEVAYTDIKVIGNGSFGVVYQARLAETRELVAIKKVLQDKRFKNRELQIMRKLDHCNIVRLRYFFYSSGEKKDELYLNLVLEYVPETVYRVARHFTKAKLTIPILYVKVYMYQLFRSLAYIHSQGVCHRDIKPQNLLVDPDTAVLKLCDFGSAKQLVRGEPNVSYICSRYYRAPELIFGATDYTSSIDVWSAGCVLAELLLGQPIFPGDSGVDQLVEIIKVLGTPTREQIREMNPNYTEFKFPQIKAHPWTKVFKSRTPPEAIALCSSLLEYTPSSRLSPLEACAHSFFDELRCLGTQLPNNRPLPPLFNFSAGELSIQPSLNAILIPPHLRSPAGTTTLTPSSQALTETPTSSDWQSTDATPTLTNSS
HIF activator – HIF pathway transcriptional activators, primary screen, cell-based, U2OS HRE-luciferase, luminescence. AID 1910, 2009. activation, % at 7.5 µM (by protocol). U2OS HRE-luciferase reporter; normalized: DMSO 0%, desferrioxamine 100%. actives 0.32% (n = 300,000);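 active = mean activation of at least 10% of the iron chelator positive control signal, with at least half of replicates also reaching 10%; inconclusive = mean and replicate majority disagree about reaching 10%; inactive = mean and most replicates under 10%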
* hit, by the source's call; ? = inconclusive; nt = no result given. Rows were taken by chance. About 4.7% of those tested had a hit in this group.

SMILES | HSP90 inh | GSK3B inh | aSyn UTR inh | HSF-1 act | HSF1 inh | IEC-6 cytotox | KLF5 inh | AI-2 QS modul | GSK3 alpha inh | HIF activator
Nc1nc(Nc2cccc(F)c2)nc2ccccc12 | 0 | -5 | -196 | 56* | 36 | 7 | -109 | 9 | 8 | 6.2
CC(C)Cc1nnc(NC(=O)c2cc3c(s2)CCC3)s1 | -1 | -7 | -207 | 16 | 8 | 2 | -39 | 2 | -1 | 1.3
Cc1ccc(N2CC(NS(=O)(=O)c3cccnc3)CC2=O)cc1 (stereo unspecified) | nt | -4 | 5 | 0 | -2 | nt | nt | 0 | -3 | 0.0
Cc1cc(C(=O)NC2CCCc3ccccc32)no1 (stereo unspecified) | 3 | -2 | 11 | 7 | -8 | 6 | -21 | 16 | -3 | 0.0
CSCC[C@H](NC(=O)[C@H](Cc1ccccc1)n1c(=O)[nH]c2ccccc2c1=O)C(=O)N1CCC[C@H]1C(=O)O | -3 | 1 | -14 | 3 | -3 | -6 | -7 | -3 | 0 | -0.1
CCCCOC(=O)Nc1sc2nc(C)cc(C)c2c1-n1cccc1 | 0 | -3 | nt | nt | nt | 7 | 4 | 6 | 4 | nt
CC(C)(C)c1ccc(/C=N/N2C(=O)CSC2=S)cc1 | 4 | 1 | 8 | -79 | -77* | -5 | -3 | 41 | -5 | -2.8
N#Cc1ccccc1NC(=O)Nc1ccccc1 | 2 | 2 | -10 | -1 | -3 | -1 | -7 | 13 | -1 | -0.2
COc1ccc(N2C(=O)C3CCCN3C2=O)cc1 (stereo unspecified) | -1 | 2 | -6 | -12 | -3 | 1 | -10 | 11 | -2 | -0.2
O=C(NNC(=O)c1ccccc1Cl)c1csc(N2CCOCC2)n1 | nt | 4 | -6 | -10 | -7 | nt | nt | 14 | 0 | 2.8
CC1=NN(C(=O)CCc2ccccc2)C(O)(c2ccncc2)C1 (stereo unspecified) | -4 | 3 | -7 | nt | nt | -1 | -1 | 17 | -1 | 2.4
CCOc1ccc(NC(=O)c2cc3ccccc3cc2OC)cc1 | 1 | 0 | -133 | 75* | 22 | 17 | -79 | 2 | -5 | 5.2
O=C(CCCCCN1C(=O)c2ccccc2C1=O)Nc1ccc(F)cc1 | 1 | 2 | -10 | 6 | 6 | -7 | -43 | 13 | -1 | 2.2
Cc1ccc(CN(C(=O)N2CCN(C)CC2)S(=O)(=O)c2ccc(C)cc2)cc1 | nt | 1 | 16 | 7 | 0 | nt | nt | -8 | -1 | -21
COc1ccc(CCNC(=O)c2cc(=O)[nH]c3ccc(Br)cc23)cc1OC | -2 | -3 | 10 | 7 | 0 | 0 | -30 | 42 | 9 | 0.1
CCC(CC)C(=O)Nc1cc([N+](=O)[O-])ccc1F | 0 | -1 | -5 | 6 | -2 | 12 | -5 | 16 | 1 | 0.1
CC1(OC(=O)CCc2ccccc2)C(=O)C=C2C=C(c3ccc(C#N)cc3)N(CCN3CCOCC3)C=C2C1=O (stereo unspecified) | nt | 5 | 2 | 0 | -7 | nt | nt | 21 | 0 | 0.0
CCN(CC)S(=O)(=O)c1cccc(-c2nnc(SCC#N)n2Cc2ccccc2)c1 | 2 | 2 | -22 | -2 | -4 | -1 | -1 | 24 | -3 | -0.6
CCCCC1CCC(C(=O)N2CCOCC2)CC1 (stereo unspecified) | -2 | -1 | -1 | 11 | -1 | 1 | -15 | 15 | -1 | 0.4
Cc1c(OCC(=O)Nc2cccnc2)ccc2c3c(c(=O)oc12)CCC3 | 5 | nt | ? | -28 | -30 | 6 | -164 | 34 | -1 | -8.6
O=C(CSc1nnc(-c2cccs2)o1)N1CCCCC1 | 4 | 1 | -99 | 23 | 8 | -8 | -174 | 7 | 3 | 3.1
CCOC(=O)C(C)(C)Sc1ncnc2nc[nH]c12 | -4 | -2 | 7 | 1 | -3 | -7 | -6 | 18 | 3 | -0.5
Cc1cccc(N(CC(=O)NCc2ccc3c(c2)OCO3)C(=O)CCC(=O)Nc2ccccn2)c1C | -2 | 1 | 1 | 15 | -4 | -3 | -6 | 7 | nt | 0.0
Cc1cccc(OCC(=O)NCCCNC(=O)c2ccco2)c1 | 4 | 1 | 2 | 6 | 0 | 4 | -8 | -3 | -1 | 0.0
COc1ccc2cc1Oc1ccc(cc1)CC1c3c(cc(OC)c4c3Oc3cc5c(cc3O4)CCNC5C2)CCN1C (stereo unspecified) | 8 | -1 | 114* | -11 | -3 | 45* | -10 | 33 | -2 | -1.4
COC(=O)C1=C(C)N(c2cccc(OC)c2)C(=O)/C1=C\c1ccco1 | 4 | -2 | 6 | -8 | 10 | 2 | 0 | 11 | 1 | -0.7
O=C1NN(c2ccccc2)C(=O)/C1=C\c1cccc(OC(=O)c2cccs2)c1 | -2 | 3 | -5 | 11 | 2 | -3 | -12 | 4 | -2 | -0.2
CCCCn1c(SCC(=O)N2CC(=O)Nc3ccccc32)nnc1-c1ccoc1C | 3 | 2 | 16 | -3 | 0 | 4 | -6 | 16 | 5 | 1.2
CCc1nnc(NC(=O)CSc2ccc(-c3cccs3)nn2)s1 | -6 | 3 | -3 | 5 | 2 | -3 | -4 | -89* | 5 | 0.6
CC1(C)Cc2cccc(OCC(=O)N3CCN(c4ccc(F)cc4)CC3)c2O1 | nt | 1 | 27 | 1 | 6 | nt | nt | 9 | -1 | -0.2
CN(Cc1ccccc1)S(=O)(=O)c1ccc2c(c1)OCCO2 | -2 | 0 | -26 | -12 | -1 | 0 | -19 | -2 | -3 | -1.7
CS(=O)(=O)c1ccc2nc(NC(=O)c3ccc(S(=O)(=O)NCC4CCCO4)cc3)sc2c1 (stereo unspecified) | 4 | -6 | -12 | -14 | 2 | 5 | -12 | 13 | 0 | -1.0
O=C(NC1CCS(=O)(=O)C1)C1CCCCN1S(=O)(=O)c1ccc(Cl)cc1 (stereo unspecified) | -2 | -1 | -6 | 0 | 1 | -2 | -14 | 16 | 0 | -0.3
COc1cc(OC)cc(OCC(O)Cn2ccnc2C)c1 (stereo unspecified) | 1 | 0 | 18 | 4 | 0 | -1 | -2 | 10 | -1 | -0.3
COC(=O)c1c(-c2ccc(C)cc2)csc1NC(=S)NC(=O)c1cc(OC)cc(OC)c1 | -4 | -1 | 32 | 8 | 0 | -8 | -30 | 8 | -1 | -2.3
O=C(Nc1ccc(Cl)cc1)C1c2cccc[n+]2CC(=O)N1Cc1ccc2c(c1)OCO2 (stereo unspecified) | -2 | 0 | 3 | -15 | 3 | -4 | -50 | 8 | nt | 0.1
CCCC(=O)NC(=S)Nc1ccccc1F | -3 | -1 | 15 | 20 | 7 | 6 | -2 | -85* | -2 | 0.7
COc1cc(C2N3CC4(C)CN2CC(C)(C3)C4)ccc1O (stereo unspecified) | 0 | -1 | -6 | -23 | -1 | -2 | -11 | 8 | 5 | -0.5
CC(=O)Nc1ccc(S(=O)(=O)NCC(=O)OCC(=O)NCc2ccco2)cc1 | nt | 1 | 1 | 0 | -4 | nt | nt | 16 | 2 | 0.0
COC(=O)C1C(=O)OC(C)(C)C1C(C)C(=O)c1ccc(C)cc1C (stereo unspecified) | -3 | 1 | -13 | 9 | 3 | 1 | 1 | 8 | 0 | 0.0
CN(C)CC1CCCCC1C1(O)c2ccccc2CSc2sccc21 (stereo unspecified) | 1 | nt | 16 | -9 | -4 | -1 | -13 | nt | -20 | -0.7
O=C1OCc2ccc(NC(=O)c3c(F)cccc3Cl)cc21 | 0 | -2 | -9 | 3 | 7 | -4 | -29 | 9 | 0 | 0.5
O=C(c1cccc(Br)c1)N1CCN(C(=O)N2CCOCC2)CC1 | -4 | 4 | 8 | 9 | -3 | -1 | -47 | 7 | 4 | -0.4
COc1cc(C2C(C#N)=C(N)Oc3n[nH]c(C)c32)ccc1OC(=O)c1ccccc1 (stereo unspecified) | 1 | 2 | 1 | -23 | -9 | 6 | -7 | 16 | -3 | -0.2
Cc1cc(OCC(O)CNC(C)(C)C)ccc1Cl (stereo unspecified) | -3 | 3 | -19 | 23 | 10 | -2 | -13 | 8 | 0 | 0.1

Grouped by structure: the entries above with two or more sulfur atoms
SMILES | HSP90 inh | GSK3B inh | aSyn UTR inh | HSF-1 act | HSF1 inh | IEC-6 cytotox | KLF5 inh | AI-2 QS modul | GSK3 alpha inh | HIF activator
CC(C)Cc1nnc(NC(=O)c2cc3c(s2)CCC3)s1 | -1 | -7 | -207 | 16 | 8 | 2 | -39 | 2 | -1 | 1.3
CC(C)(C)c1ccc(/C=N/N2C(=O)CSC2=S)cc1 | 4 | 1 | 8 | -79 | -77* | -5 | -3 | 41 | -5 | -2.8
CCN(CC)S(=O)(=O)c1cccc(-c2nnc(SCC#N)n2Cc2ccccc2)c1 | 2 | 2 | -22 | -2 | -4 | -1 | -1 | 24 | -3 | -0.6
O=C(CSc1nnc(-c2cccs2)o1)N1CCCCC1 | 4 | 1 | -99 | 23 | 8 | -8 | -174 | 7 | 3 | 3.1
CCc1nnc(NC(=O)CSc2ccc(-c3cccs3)nn2)s1 | -6 | 3 | -3 | 5 | 2 | -3 | -4 | -89* | 5 | 0.6
CS(=O)(=O)c1ccc2nc(NC(=O)c3ccc(S(=O)(=O)NCC4CCCO4)cc3)sc2c1 (stereo unspecified) | 4 | -6 | -12 | -14 | 2 | 5 | -12 | 13 | 0 | -1.0
O=C(NC1CCS(=O)(=O)C1)C1CCCCN1S(=O)(=O)c1ccc(Cl)cc1 (stereo unspecified) | -2 | -1 | -6 | 0 | 1 | -2 | -14 | 16 | 0 | -0.3
COC(=O)c1c(-c2ccc(C)cc2)csc1NC(=S)NC(=O)c1cc(OC)cc(OC)c1 | -4 | -1 | 32 | 8 | 0 | -8 | -30 | 8 | -1 | -2.3
CN(C)CC1CCCCC1C1(O)c2ccccc2CSc2sccc21 (stereo unspecified) | 1 | nt | 16 | -9 | -4 | -1 | -13 | nt | -20 | -0.7

High-throughput results from PubChem BioAssay.
